KRASV12 cytotoxicity: cytotoxicity in KRAS-transformed pancreatic duct cells, primary screen, cell-based, fluorescence, HTS (AID 431). HPDE-C7K KRASV12 cells, Alamar Blue viability, 48 h; higher % means a stronger effect. cytotoxicity, % at 10 µM, or EC50 in µM where a hit was titrated. 1.7% of 63,000 active;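 active = compounds whose percent cytotoxicity in the single-dose primary screen, scaled between solvent and toxic-drug controls, exceeds 50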;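 note: 0% = DMSO solvent wells and 100% = doxorubicin-treated wells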
DPM-DC inhibit: S. pneumoniae DPM-DC inhibitors, primary screen, biochemical, PK/LDH-coupled NADH fluorescence; calls only at 10 µM; 0.49% of 65,000 active; diphosphomevalonate decarboxylase (Streptococcus pneumoniae D39); purified DPM-DC; AID 556, 2006;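 active = the 320 compounds with the highest percent inhibition in the single-dose primary screen, excluding strongly autofluorescent ones, cut at about 32% in these data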;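 note: kinetic rate of NADH fluorescence loss reporting ADP formed by the decarboxylase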
HPDE-C7 cytotoxicity: cytotoxicity in HPDE-C7 cells, cell-based, fluorescence, HTS (AID 430). HPDE-C7 pancreatic duct cells viability, fluorescence; higher % means a stronger effect. cytotoxicity, % at 10 µM, or EC50 in µM where a hit was titrated. 1.8% of 63,000 active;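 note: cells exposed to compound for 48 hours before viability readout; 0% = vehicle and 100% = reference cytotoxic drug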
Bfl-1 displacement: Bfl-1 inhibitors, primary screen, biochemical, fluorescence polarization, FITC-Bid, mouse (AID 432) | FITC-Bid BH3 peptide fluorescence polarization displacement; higher % means a stronger effect | one-dose displacement, % at 20 µM; IC50 in µM for titrated hits | 0.02% of 64,000 active; in the data active = a potency from the dose series; inactive = the rest, 99 in 100 with displacement below about 15%; note: strong numbers were not always called active
LYP inhibition: LYP phosphatase inhibitors, primary screen, biochemical, DiFMUP fluorescence, recombinant catalytic domain, 10 µM (AID 606). recombinant LYP catalytic domain, DiFMUP fluorescence; higher % means a stronger effect. inhibition, % at 10 µM; hits with a dose series show IC50 in µM. Tyrosine-protein phosphatase non-receptor type 22 (Homo sapiens). 52,000 tested, under 10 active;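 active = IC50 under 40 µM in the dose-response test; inactive = IC50 of 40 µM or more, or never dose-tested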
TNAP inhibition: human TNAP enzyme inhibitors, biochemical, luminescent (AID 518) | inhibition, % at 20 µM; hits with a dose series show IC50 in µM | Alkaline phosphatase, tissue-nonspecific isozyme (Homo sapiens) | purified TNAP enzyme, luminescent substrate readout; higher % means a stronger effect | 0.09% of 64,000 active; in the data active = a potency from the dose series; inactive = the rest, 99 in 100 with inhibition below about 22%;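 note: plate controls were vehicle for no effect and reference inhibitor for full effect; many of its hits are not listed in these tables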
PMK inhibit: S. pneumoniae PMK inhibitors, primary screen, biochemical, mevalonate pathway, pilot trial included; inhibition, % at 10 µM; phosphomevalonate kinase (Streptococcus pneumoniae D39); 0.49% of 65,000 active; purified PMK, PK/LDH-coupled NADH absorbance 340 nm;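 active = top-ranked compounds by inhibition in the single 10 µM screen, taking a fixed number of the strongest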;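 note: 0% = full reaction with DMSO carrier and 100% = background rate without enzyme reaction; no value below 0 was filed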
HT1080 viability: cytotoxicity in HT1080 fibrosarcoma cells, cell-based, fluorescence readout (AID 620). HT1080 viability, fluorescence; higher % means a stronger effect. cytotoxicity, % at 10 µM; hits with a dose series show EC50 in µM. 0.42% of 87,000 active;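 note: cells exposed to compound overnight then 4 h with Alamar Blue; 0% = vehicle DMSO and 100% = killing control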
Spn MK inh: S. pneumoniae MK inhibitors, primary screen, biochemical, PK/LDH-coupled NADH absorbance; mevalonate kinase [Streptococcus pneumoniae D39]; purified MK, PK/LDH-coupled NADH absorbance 340 nm; inhibition, % at 10 µM; 0.48% of 65,000 active; AID 555, 2006;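 active = ranked among the strongest by inhibition in the single 10 µM screen, a fixed top-ranked set picked for dose follow-up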; note: no value below 0 was filed
PMK inhibit pilot replicates: recorded beside PMK inhibit, whose call it bears; inhibition, %; measured here: pilot screen replicates
Spn MK inh pilot replicates: also measured in Spn MK inh; calls as there; inhibition, %; measured here: pilot screen replicates
DPM-DC inhibit pilot screen %: also measured in DPM-DC inhibit; calls as there; inhibition, %; measured here: pilot screen trials
The depositor's hits bear a star; i = inactive; . = no result given. Cut-off read from the data, not from the text of the source, unless noted: active = cytotoxicity above about 50%; inactive = the rest. Outcome played no part in choosing rows. About 3.5% of those tested had a hit in this group.

SMILES	KRASV12 cytotoxicity	DPM-DC inhibit	HPDE-C7 cytotoxicity	Bfl-1 displacement	LYP inhibition	TNAP inhibition	PMK inhibit	HT1080 viability	Spn MK inh	others
Cn1c(Cn2cnc3ccccc32)nnc1SCC(=O)CC(=O)Nc1ccccc1	-2%	i	-7%	0%	-2%	6%	4	-1%	1
COc1ccc(NC(C)=O)cc1NC(=O)CSc1nc2ncccc2[nH]1	7%	i	-8%	-7%	7%	18%	9	6%	10
Clc1ccc(Nc2nc(NCCN3CCOCC3)nc(N3CCOCC3)n2)cc1	5%	i	1%	0%	-11%	4%	11	6%	2
CC1CCN(c2nc3c(c(=O)[nH]c(=O)n3C)n2Cc2ccccc2Cl)CC1	8%	i	-8%	1%	21%	2%	5	1%	8
O=C(O)c1c(F)c(F)cc2ccccc12	-6%	i	-6%	-2%	-1%	9%	0	-1%	1
Cc1cc2oc(C(=O)NCc3ccncc3)c(C)c2cc1C	3%	i	-4%	-3%	5%	8%	4	2%	8
Cc1ccc(C(=O)Oc2ccc3c(c2)ncn3C)cc1	1%	i	3%	1%	.	12%	8	.	2
Cc1csc(C2=C(O)CN(CCc3ccccc3)C2=N)n1	-4%	i	5%	1%	.	0%	1	11%	6
Nc1nc(-c2ccc(Br)s2)c(Br)s1	-15%	i	-10%	-1%	3%	10%	18	-2%	8	PMK inhibit pilot replicates=0.0;Spn MK inh pilot replicates=0.0;DPM-DC inhibit pilot screen %=0.0
Cc1cc(NCc2ccccc2Cl)n2nnnc2n1	-14%	i	-3%	-3%	4%	15%	14	0%	0

Of the compounds above, these contain an NH in an aromatic ring:
SMILES	KRASV12 cytotoxicity	DPM-DC inhibit	HPDE-C7 cytotoxicity	Bfl-1 displacement	LYP inhibition	TNAP inhibition	PMK inhibit	HT1080 viability	Spn MK inh	others
COc1ccc(NC(C)=O)cc1NC(=O)CSc1nc2ncccc2[nH]1	7%	i	-8%	-7%	7%	18%	9	6%	10
CC1CCN(c2nc3c(c(=O)[nH]c(=O)n3C)n2Cc2ccccc2Cl)CC1	8%	i	-8%	1%	21%	2%	5	1%	8

The list goes on.
SMILES	KRASV12 cytotoxicity	DPM-DC inhibit	HPDE-C7 cytotoxicity	Bfl-1 displacement	LYP inhibition	TNAP inhibition	PMK inhibit	HT1080 viability	Spn MK inh	others
COc1ccc(OC)c(S(=O)(=O)Nc2ccccc2C)c1	-3%	i	9%	-10%	3%	4%	4	4%	7
Cc1cccc(NC(=O)CN(C)S(=O)(=O)c2ccccc2)n1	2%	i	-1%	-2%	13%	18%	1	-3%	2	PMK inhibit pilot replicates=3.5;Spn MK inh pilot replicates=0.0;DPM-DC inhibit pilot screen %=0.0
COc1ccc(S(=O)(=O)N2CCCCC2C(=O)O)cc1OC (stereo not drawn)	-10%	i	-19%	-2%	-9%	7%	3	18%	8
CC1CC(C)CN(S(=O)(=O)c2ccc(C(=O)N3CCN(c4ccccc4)CC3)cc2)C1 (stereo not drawn)	-5%	i	1%	0%	5%	9%	2	-2%	0
CCN(CC)C(=O)CN1C(=O)C2(OCC(C)(c3ccccc3)CO2)c2ccccc21 (stereo not drawn)	-3%	i	11%	5%	14%	5%	9	0%	13
O=C(CCSc1nc(-c2ccco2)cc(C(F)(F)F)n1)NCCc1ccccc1	-8%	i	4%	-4%	-2%	5%	7	1%	1	PMK inhibit pilot replicates=0.5;Spn MK inh pilot replicates=0.0;DPM-DC inhibit pilot screen %=0.0
CCc1ccccc1NC(=O)CSc1nnc([C@H](CCSC)NC(=O)OC(C)(C)C)o1	-13%	.	-13%	3%	16%	6%	.	1%	.
O=C(Nc1cccc2ccccc12)c1ccc(Br)o1	-7%	i	4%	2%	8%	10%	8	13%	8	PMK inhibit pilot replicates=4.5;Spn MK inh pilot replicates=0.0;DPM-DC inhibit pilot screen %=3.5
COc1ccc(CNC(=O)CN(C(=O)c2ccc(CN3CCOCC3)o2)C2CCCC2)cc1	-22%	i	-23%	4%	.	14%	15	2%	0	PMK inhibit pilot replicates=0.0;Spn MK inh pilot replicates=0.0;DPM-DC inhibit pilot screen %=1.5
CC(=O)N1CCc2cc(S(=O)(=O)NC(C(=O)Nc3nc(C)cs3)C(C)C)ccc21 (stereo not drawn)	9%	i	16%	1%	4%	11%	12	12%	9
COCc1[nH]nc2c1C(c1ccc(OC)c(OC)c1)C(C#N)=C(N)O2 (stereo not drawn)	-8%	i	0%	0%	0%	7%	11	6%	10
CCOC(=O)N1CCN(c2c(-c3ccc(C)cc3)c(=O)c2=O)CC1	-19%	i	-24%	1%	.	-1%	17	-3%	6
Cn1c(=O)c2c(nc(OCc3ccccc3)n2C)n(C)c1=O	7%	i	-6%	-6%	4%	1%	2	2%	5
O=C(CN1C(=O)CSc2ccccc21)Nc1ccccc1C(=O)N1CCOCC1	-8%	i	-3%	0%	16%	-1%	8	.	14
CCOc1ccc(CCNC(=O)C2CCCN(C(=O)N(C)C)C2)cc1OCC (stereo not drawn)	-12%	i	-4%	-8%	0%	12%	21	6%	0
CCOc1ccc(NC(=O)CCNS(=O)(=O)c2ccc3c(c2)c(=O)n(C)c(=O)n3C)cc1	-12%	i	-1%	0%	-3%	8%	14	2%	4
Cn1c(=O)c2c(ncn2CCN(CCO)Cc2ccccc2)n(C)c1=O	2%	i	0%	-1%	7%	5%	10	0%	10
O=S1(=O)CC(NCc2ccccc2)C(Nc2ccc(Cl)cc2)C1 (stereo not drawn)	-2%	i	-7%	-7%	3%	3%	13	0%	6
COC(=O)c1[nH]c2ccccc2c1NC(=O)CN1CCN(c2cccc(Cl)c2)CC1	8%	i	0%	-1%	15%	7%	15	4%	8
O=C1c2ccccc2C(=O)N1CCCCSc1nnnn1-c1ccccc1	0%	i	-3%	-1%	3%	1%	9	0%	4
Cc1ccccc1OCC(=O)N(Cc1ccc(N(C)C)cc1)C1CCS(=O)(=O)C1 (stereo not drawn)	-13%	i	-18%	-3%	8%	7%	3	10%	0
COCCNC(=O)CN(C(=O)Cn1nnc2ccccc21)c1ccc(F)c(Cl)c1	-8%	i	-10%	0%	.	3%	3	-1%	0
COc1ccccc1N(CN1C(=O)c2ccccc2C1=O)C(=O)c1cccnc1	-10%	i	-1%	0%	.	2%	2	6%	12
Cc1c(O)ccc(C(=O)COc2ccccc2F)c1O	17%	i	12%	-3%	.	6%	1	1%	5
CSCCC1NC2(C(=O)Nc3c2ccc(Cl)c3C)[C@@H]2C(=O)N(C3CCCC3)C(=O)[C@H]12 (stereo partly drawn)	-1%	i	-4%	-1%	.	9%	13	-7%	13
CCCCOc1ccc(C(=O)OC(C)CN(C)C)cc1 (stereo not drawn)	0%	.	8%	-2%	.	3%	8	-4%	5
O=c1oc2ccccc2n1CSc1nc2ccccc2s1	2%	i	-4%	1%	14%	15%	18	3%	5
CCOC(=O)Cc1cc(=O)n2[nH]c(C)c(-c3ccc(OC)cc3)c2n1	-1%	i	8%	-5%	12%	3%	9	1%	11	PMK inhibit pilot replicates=2.0;Spn MK inh pilot replicates=0.0;DPM-DC inhibit pilot screen %=5.0
CCOC(=O)C(C)Sc1nc2c(c(=O)[nH]c(=O)n2C)n1CCc1ccccc1 (stereo not drawn)	-26%	i	-36%	-4%	-4%	12%	16	2%	0
CCOC(=O)CSc1nnc(CNc2cccc(Cl)c2)n1-c1ccccc1	18%	i	0%	4%	.	12%	9	-10%	1
Cc1ccc(NC(=O)Cn2nnc(C(=O)Nc3ccc(C)c(C)c3)c2N)cc1	-9%	i	3%	-11%	6%	12%	1	0%	2
c1ccc2sc(N3CN(CCN4CCOCC4)CN(c4nc5ccccc5s4)C3)nc2c1	2%	i	4%	1%	.	10%	6	8%	9
COc1ccc(CNC(=O)CCCCCn2c(SCC#N)nc3cc4c(cc3c2=O)OCO4)cc1	-9%	i	-6%	1%	.	9%	15	-1%	1
O=C1c2ccccc2-c2nc3ncnn3c(-c3ccccc3)c21	5%	i	0%	3%	5%	20%	10	0%	1	PMK inhibit pilot replicates=0.0;Spn MK inh pilot replicates=5.0;DPM-DC inhibit pilot screen %=5.5
N#Cc1nc(-c2cccs2)oc1N1CCN(Cc2ccccc2)CC1	9%	.	-2%	1%	-7%	7%	4	-1%	4
COC(=O)c1ccc(N/C(C)=C/C(=O)c2ccc(C)o2)cc1	-2%	i	3%	-6%	4%	9%	0	-3%	3
COC(=O)Nc1sc2c(c1C(=O)NCc1ccco1)CCC2	-8%	i	-4%	3%	5%	9%	7	4%	7
O=C1CC(O)(C(F)F)Oc2ccc3ccccc3c21 (stereo not drawn)	-1%	.	-12%	-7%	15%	10%	7	-8%	13
O=C(NCCN1CCCCCC1)C1CCC(CNS(=O)(=O)c2cccc3cccnc23)CC1 (stereo not drawn)	-21%	i	-30%	-2%	10%	7%	19	2%	10
Cc1ccc(OCCSc2cc(C)nc(N)n2)cc1	-4%	i	-1%	-4%	11%	12%	16	0%	3
CCCSc1nc(N)c2c3c(sc2n1)CN(C)CC3	.	i	.	-14%	2%	2%	0	43%	5
O=C(c1cnn(-c2nc3ccccc3s2)c1)c1ccccc1O	-2%	i	3%	-3%	6%	5%	14	-2%	5
COc1cc2c(cc1NC(=O)c1ccco1)CCCC2	-6%	i	3%	2%	10%	10%	0	.	5
COc1ccccc1-n1c(=O)[nH]c2c(C(N)=O)nc(CC(C)C)nc21	-4%	.	-2%	-7%	-10%	17%	9	-2%	1	PMK inhibit pilot replicates=1.0;Spn MK inh pilot replicates=0.0
O=C1c2ccccc2OCOc2ccccc21	4%	i	0%	1%	16%	6%	0	4%	6
O=S(=O)(c1ccc(C2=CSC3=NCCN23)cc1)N1CCOCC1	0%	i	2%	3%	2%	12%	12	6%	2
O=C(NC1CCS(=O)(=O)C1)c1ccccc1C(=O)c1ccccc1 (stereo not drawn)	5%	i	-4%	3%	1%	1%	2	6%	6
CC1Cc2ccccc2N1CC(=O)NC(=O)NCc1ccco1 (stereo not drawn)	-9%	i	2%	-2%	-14%	19%	8	1%	0	PMK inhibit pilot replicates=3.5;Spn MK inh pilot replicates=0.0;DPM-DC inhibit pilot screen %=5.0
COCCN1C(=O)C(O)=C(C(C)=O)C1c1ccc(OC)c(OC)c1 (stereo not drawn)	0%	i	-4%	0%	-5%	7%	9	-18%	6
Cc1nn(-c2ccc(F)cc2)c2sc(C(=O)OC3CCOC3=O)cc12 (stereo not drawn)	-9%	.	-1%	-10%	6%	-8%	0	-5%	5
COC(=O)c1cc(C(=O)OC)cc(N2C(=O)CC(N3CCN(c4ccccc4)CC3)C2=O)c1 (stereo not drawn)	3%	i	-3%	-2%	13%	5%	1	-1%	4

Assay outcomes deposited in PubChem by several laboratories.
